# IL-2 act – IL-2 activation | IL-2 activation reporter assay, cell-based qHTS; stimulated with anti-CD3/CD4/CD28 beads; in transgenic mouse T cells | activation, % (series mostly up to about 46 µM) | 0.065% of 360,000 active; in the data active = activation above about 50%; inconclusive = mostly about 30% to 49%; also: 0% is about no effect
#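 Unstimulated transgenic mouse T cells, 750 per well, received compound and, after 60 minutes, anti-CD3/anti-CD4 bead plus anti-CD28 stimulation. EGFP and DsRed were quantified after 18 hours.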
# Nrf2 activator – Nrf2 pathway activation | AREc32 ARE-luciferase reporter (MCF7-derived line), luminescence, 24 h | Potency, µM (titrated, usually from 46.1 µM), for inactives: at the top dose activation, usual class: activators | 0.31% of 410,000 active | AID 624171; also: potency is read from the fitted curve at half-maximal effect; % of control where 0% means no effect; nearly all actives have a fitted effect of over 65% in size
#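 Luciferase luminescence (Steady-Glo, 30 min at room temperature) served as the read-out of ARE activation in AREc32 cells treated with compounds for 24 hr at 37 deg C.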
# S2 tox – cell viability loss in ATXN counter-screen; S2 cells (HEK-293 line with an ATXN2-luciferase reporter) viability, CellTiter-Fluor protease fluorescence, 24 h; 0.49% of 400,000 active; Potency, µM (doses to about 56.7 µM), hits mostly cytotoxic; also: potency is read from the fitted curve at half-maximal effect; nearly all actives have a fitted effect of over 40% in size
# Nrf2 block – inhibitors of Nrf2 signaling; AID 504444; 2.1% of 360,000 active; A549 ARE-Fluc reporter, luciferase luminescence, 18-24 h; Potency, µM (top dose mostly 46 µM), inactives show at the top dose activity change, negative = inhibition, usual class: inhibitors; also: potency is read from the fitted curve at half-maximal effect; % is scaled to controls: 0 for no effect and ±100 for the full control effect; nearly all actives have a fitted effect of over 60% in size
#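 Nrf2 activity is the BugLite luminescence, read 15 min after reagent at room temperature, following CellTiter-Fluor cytotoxicity readout (30 min, 37C). Compound titrations were applied for 18-24 h to 5000 A549 ARE_Fluc cells/well in 5% FBS OPTI-MEM.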
# A549 tox – A549 cytotoxicity, counter-screen for Nrf2 inhibitors. Potency, µM (titrated, usually from 46 µM), inactives show at the top dose activity change, negative = cytotoxicity, usual class: inhibitors. A549 ARE-Fluc cells, CellTiter-Fluor viability, 18-24 h. 0.16% of 390,000 active. AID 504648; also: potency is read from the fitted curve at half-maximal effect; % is scaled to controls: 0 for no effect and ±100 for the full control effect
#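 A549 ARE_Fluc cells in 5% FBS OPTI-MEM were exposed to compounds in concentration-response for 18-24 h at 37 deg C. Viability was read by CellTiter-Fluor fluorescence (Ex 405/Em 525) after 30 min, before the luciferase read.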
# HepG2 tox – HepG2 cytotoxicity, counter-screen for TGF-b inhibitors | Potency, µM (highest dose often 46.1 µM), for inactives: at the highest dose activity change, negative = cytotoxicity, actives largely listed as cytotoxic | HepG2 CAGA-GFP viability, ATP luminescence, 18 h | AID 588856 | 0.76% of 410,000 active; also: potency is read from the fitted curve at half-maximal effect; some results filed as inactive show a strong effect at the top dose
#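 HepG2 CAGA-GFP cells (1000/well, DMEM with 1% FBS) received compound, then TGF-beta at 500 pg/mL final, and were incubated 18 hours at 37 degrees C. Viability was read by CellTiter-Glo luminescence. Media-only wells were set as complete cell-killing and DMSO as no toxicity.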
# TGFb inhibitor – TGF-b pathway inhibition. Potency, µM (doses to about 46.1 µM), for the others: at the top dose activity, negative = inhibition, actives largely listed as inhibitors. HepG2 CAGA-GFP TGF-b/SMAD3 reporter, GFP fluorescence, 18 h; TGF-beta stimulated, 500 pg/mL final. 1.2% of 410,000 active. AID 588855; also: potency is read from the fitted curve at half-maximal effect; % is scaled to controls: 0 for no effect and ±100 for the full control effect; nearly all actives have a fitted effect of over 65% in size
#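 Read-out: total well GFP (ex488/em500-530) summed from mean per-cell fluorescence. Cells: HEPG2 CAGA-GFP, 1% FBS DMEM, 18 h at 37 degrees C with 500 pg/mL final TGF-beta. Unstimulated wells served as the full-inhibition control; stimulated DMSO wells = 0%.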
# ATXN2 expr inh – inhibitors of ATXN2 expression | Potency, µM (doses to about 57 µM), for inactives: at the highest dose activity change, negative = inhibition, actives largely listed as inhibitors | HEK-293 ATXN2-luciferase reporter, luminescence, 24 h | 0.72% of 360,000 active; also: potency is read from the fitted curve at half-maximal effect; % is scaled to controls: 0 for no effect and ±100 for the full control effect; nearly all actives have a fitted effect of over 55% in size
#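 ATXN2-luciferase reporter cells (luciferase flanked by upstream and downstream ATXN2 gene portions) were treated 24 h at 37 °C with compounds at up to 57 uM. SteadyGlo luminescence gave expression; GF-AFC fluorescence gave viability.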
# EPAC2 agonist – activates human EPAC2 exchange factor; Potency, µM (series often up to 154 µM), for inactives: top-dose activation, hits mostly activators; EPAC2 activation, biochemical qHTS; response scale: 100% = 6.5 mM cAMP response; 0.079% of 360,000 active; also: potency is read from the fitted curve at half-maximal effect; nearly all actives have a fitted effect of over 50% in size
# Target sequence (Q8WZA2 whole entry, looked up): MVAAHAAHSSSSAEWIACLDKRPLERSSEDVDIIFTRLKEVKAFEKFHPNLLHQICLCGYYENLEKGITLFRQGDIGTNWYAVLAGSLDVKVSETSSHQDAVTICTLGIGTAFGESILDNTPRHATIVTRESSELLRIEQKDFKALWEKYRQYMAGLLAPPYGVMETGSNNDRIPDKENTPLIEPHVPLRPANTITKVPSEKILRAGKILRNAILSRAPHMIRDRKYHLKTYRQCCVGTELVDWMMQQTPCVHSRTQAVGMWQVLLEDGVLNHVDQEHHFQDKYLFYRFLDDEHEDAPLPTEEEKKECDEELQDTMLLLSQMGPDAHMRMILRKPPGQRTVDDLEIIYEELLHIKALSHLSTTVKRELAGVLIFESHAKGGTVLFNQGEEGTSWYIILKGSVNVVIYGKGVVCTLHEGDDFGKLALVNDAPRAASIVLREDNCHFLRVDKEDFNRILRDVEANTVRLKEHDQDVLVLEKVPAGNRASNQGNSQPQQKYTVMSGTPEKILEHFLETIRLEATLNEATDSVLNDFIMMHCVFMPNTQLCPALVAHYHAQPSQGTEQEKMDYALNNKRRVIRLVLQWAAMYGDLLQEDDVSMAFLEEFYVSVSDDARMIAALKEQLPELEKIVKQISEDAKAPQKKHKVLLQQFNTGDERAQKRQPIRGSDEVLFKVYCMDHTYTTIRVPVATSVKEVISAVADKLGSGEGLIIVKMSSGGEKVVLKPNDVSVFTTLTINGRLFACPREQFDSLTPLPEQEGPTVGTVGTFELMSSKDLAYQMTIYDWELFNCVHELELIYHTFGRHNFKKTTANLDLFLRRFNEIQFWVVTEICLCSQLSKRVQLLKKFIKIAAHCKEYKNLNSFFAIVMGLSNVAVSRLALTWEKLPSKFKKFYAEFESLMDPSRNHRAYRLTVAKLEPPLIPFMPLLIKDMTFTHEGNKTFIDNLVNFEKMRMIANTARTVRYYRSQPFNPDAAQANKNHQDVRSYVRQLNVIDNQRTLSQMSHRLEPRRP
#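 Compounds were titrated in qHTS against a Rap1B-BODIPY-GDP (250 nM) complex with EPAC2 (100 nM) and GDP (50 uM). BODIPY-GDP release tracked at 480/540 nm over 30 min at room temperature, normalized to 6.5 mM cAMP.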
# * = called active by the depositor; i = inactive; ? = inconclusive; · = not tested or not shown; [ ] = remark or other dose. Unless noted, calls follow the shape of the dose curve; as a rule, active = well fitted curve in the direction sought with a large enough effect; inconclusive = small, poorly fitted or top-dose-only effect, or another doubt; inactive = no such curve, though single readings can be large; an effect the other way counts as inactive or inconclusive.
nr	compound	S2 tox	HepG2 tox	TGFb inhibitor	EPAC2 agonist	IL-2 act	ATXN2 expr inh	A549 tox	Nrf2 activator	Nrf2 block
1	O=C(Nc1ccccc1)c1cccnc1Nc1ccccc1	i	-2%	0%	7%	0.2	-7%	9%	12%	-11%
2	Cc1ccc(S(N)(=O)=O)cc1	i	4%	11%	3%	1.4	3%	-2%	-0.5%	18%
3	O=C(Nc1ccnn1C1CCN(C(=O)c2ccc(Cl)c(F)c2)CC1)C1CCOC1 (configuration not stated)	i	-2%	4%	4%	-2.2	11%	-1%	-0.9%	2%
4	CC(=O)c1ccc(NC(=O)CCc2c(C)nc3ncnn3c2C)cc1	?	8%	-6%	0%	-0.3	11%	-2%	0.5%	6%
5	CC(C)[C@H](Nc1ccc(C(F)(F)F)cc1[N+](=O)[O-])C(=O)O	i	-17%	-7%	-6%	-2.0	-2%	-28%	-0.4%	5%
6	Cc1cccc(OCC(=O)O/N=C(\N)Cc2ccc(Cl)cc2)c1	i	-9%	-3%	16%	-0.6	-3%	-10%	-0.4%	-2%
7	Cc1cc(Cl)ccc1NC(=O)C(=O)NCc1ccco1	i	-2%	16%	·	·	34%[activator]	12%	?	0%
8	CCOc1ccc(NS(=O)(=O)c2ccc3[nH]c(=O)oc3c2)cc1	i	-1%	-1%	5%	1.1	7%	-7%	0.2%	?
9	O=C(NCc1ccccc1)C1(C(F)(F)F)C/C(=C/Cc2ccccc2)CCCO1 (configuration not stated)	·	4%	-27%	·	·	·	-7%	·	-9%
10	N[C@@H](Cc1cnc[nH]1)C(=O)Nc1ccc2ccccc2c1	i	-15%	-12%	10%	1.4	9%	-3%	4.5%	24%
11	Cc1cc(C(=O)COC(=O)c2cccc(NS(C)(=O)=O)c2)c(C)n1CC1CCCO1 (configuration not stated)	?	2%	-7%	-5%	-2.6	-37%	0%	-2.1%	?
12	COc1ccc(N2CCOCC2)c(NC(=O)c2ccco2)c1	i	1%	12%	3%	0.1	-3%	1%	-0.4%	?
13	Cc1noc(C)c1C(=O)OCC(=O)/C=C1\N(C)c2ccccc2C1(C)C	·	0%	20%	-13%	-1.9	·	12%	2.5%	?
14	Cc1c(C(=O)Nc2ccccc2Br)oc2ccc(S(=O)(=O)N3CCCCC3)cc12	i	-19%	-22%	·	·	-7%	5%	0.5%	·
15	Cc1cccc(C(=O)NC(=O)Nc2ccc(-n3nc(C(F)(F)F)cc3C(F)(F)F)cc2)c1	i	1%	-5%	·	·	15%	3%	-1.2%	6%
16	Cn1cc(CNC(=O)C2CCC(=O)N(Cc3cccc(C(F)(F)F)c3)C2)cn1 (configuration not stated)	i	2%	1%	10%	0.4	-6%	15%	1.9%	4%
17	O=C(NC1CCCC1)C1CCC(CNS(=O)(=O)c2ccc(F)cc2)CC1 (configuration not stated)	i	3%	3%	-6%	-0.9	12%	2%	-0.8%	11%
18	COc1ccc(C(=O)N2CCc3ccc(NC(=O)c4ccccn4)cc3C2)cc1F	?	-21%	?	4%	2.9	?	-9%	-0.3%	?
19	Cc1cc(C(=O)N/N=C/c2ccc[nH]2)n[nH]1	i	22%	14%	3%	-0.7	-26%[11.3 µM]	6%	-0.2%	?
20	Cc1ccc(N2CN(Cc3ccco3)CNC2=S)c(C)c1	i	11%	10%	-2%	-2.5	3%	3%	0.2%	0%

# Two of these compounds in a different format.
# Order of values – S2 tox, HepG2 tox, TGFb inhibitor, EPAC2 agonist, IL-2 act, ATXN2 expr inh, A549 tox, Nrf2 activator, Nrf2 block
12: COc1ccc(N2CCOCC2)c(NC(=O)c2ccco2)c1
→ i, 1%, 12%, 3%, 0.1, -3%, 1%, -0.4%, ?
13: Cc1noc(C)c1C(=O)OCC(=O)/C=C1\N(C)c2ccccc2C1(C)C
→ ·, 0%, 20%, -13%, -1.9, ·, 12%, 2.5%, ?

# Record cards (already shown). Order of screens: S2 tox | HepG2 tox | TGFb inhibitor | EPAC2 agonist | IL-2 act | ATXN2 expr inh | A549 tox | Nrf2 activator | Nrf2 block
# `Cc1cccc(OCC(=O)O/N=C(\N)Cc2ccc(Cl)cc2)c1` across the screens: i | -9% | -3% | 16% | -0.6 | -3% | -10% | -0.4% | -2%
# `COc1ccc(C(=O)N2CCc3ccc(NC(=O)c4ccccn4)cc3C2)cc1F` across the screens: ? | -21% | ? | 4% | 2.9 | ? | -9% | -0.3% | ?
# `O=C(NC1CCCC1)C1CCC(CNS(=O)(=O)c2ccc(F)cc2)CC1` (configuration not stated) across the screens: i | 3% | 3% | -6% | -0.9 | 12% | 2% | -0.8% | 11%

# (continued)
nr	compound	S2 tox	HepG2 tox	TGFb inhibitor	EPAC2 agonist	IL-2 act	ATXN2 expr inh	A549 tox	Nrf2 activator	Nrf2 block
21	CSc1ncc2[nH]c(C(O)c3ccccc3)nc2n1 (configuration not stated)	i	-8%	?	-5%	-6.8	18%	-4%	4.7%	?
22	O=C(N/N=C/c1cc(Br)c(Br)o1)c1cccnc1	i	-2%	-4%	0%	-0.1	-9%	-12%	4.6%[9.22 µM]	3%
23	COc1ccc(-c2ccc(SCC(=O)c3cccs3)nn2)cc1OC	i	-4%	6%	17%	-0.1	2%	-12%	8.2%	?
24	COc1ccc2[nH]c3c(=O)n(CCCC(=O)NC4CCCCC4C)c(=S)[nH]c3c2c1 (configuration not stated)	i	-30%	?	3%	-1.0	-18%	1%	0.4%	5%
25	COc1ccc(/C=c2\s/c(=C/C(=O)c3ccc(C)cc3)[nH]c2=O)c(OC)c1	·	-3%	41%	-18%	-0.9	-21%	?	-0.1%	?
26	Cc1ccc(S(=O)(=O)n2nc(OC(=O)c3ccccc3C)cc2N)cc1	i	-18%	1%	18%	1.0	3%	4%	0.3%	5.8µM*
27	O=C(NCCc1ccccc1)C(=O)NCC(c1cccnc1)N1CCN(c2ccc(F)cc2)CC1 (configuration not stated)	i	-5%	-14%	·	·	0%	?	0.0%	?
28	Cc1ccc(-c2noc(-c3ccc(NCc4cccnc4)c([N+](=O)[O-])c3)n2)cc1	i	2%	13%	·	·	23%	3%	6.5%	-14%
29	Cc1cc(OCC(=O)OCC(=O)NCc2ccco2)ccc1Cl	i	-11%	-14%	-5%	-2.1	10%	-4%	-0.1%	5%
30	CCCCn1c(N)c(N(CC(C)C)C(=O)Cn2c(=O)oc3ccccc32)c(=O)[nH]c1=O	i	-9%	7%	5%	-0.5	-12%	3%	0.2%	-3%
31	Cc1ccc2nc(CSc3nnc(NC(=O)COc4ccccc4F)s3)cc(=O)n2c1	·	4%	-4%	·	·	·	-11%	0.1%	·
32	COc1ccc(NC(=O)C2CCC(CNc3c(N4CCOCC4)c(=O)c3=O)CC2)cc1Cl (configuration not stated)	i	8%	-24%	4%	1.6	7%	1%	0.2%	0%
33	Cn1nccc1C(=O)OCC(=O)Nc1cccc(Cl)c1	i	-3%	8%	-2%	-0.2	-3%	-1%	-0.2%	2%
34	CCC(C)(C)c1nnc(NC(=O)c2cccc([N+](=O)[O-])c2)s1	i	29%	12%	7%	-2.3	53%[activator]	0%	12%	?
35	C=CCNC(=O)COc1c(C)ccc(C)c1C	i	1%	8%	2%	-4.2	1%	1%	0.2%	5%
36	CC(=C/c1ccccc1)/C=N/n1c(-c2ccncc2)n[nH]c1=S	i	0%	25%	6%	-2.2	24%	1%	-0.2%	-15%
37	Cc1nc2c(sc(=S)n2Cc2ccco2)c(=O)n1CC(=O)Nc1ccccc1	i	-12%	1%	-10%	-2.8	-5%	-12%	-0.7%	-5%
38	COc1ccccc1-c1cccc(-c2nc(C(=O)N3CCCCC3)cc3c2[C@@H](CCO)N(S(=O)C(C)(C)C)C3)c1 (some centres not stated)	i	-31%	?	3%	0.0	-10%	·	0.4%	·
39	CC1(C)C=C(c2ccc(C=O)s2)CC(C)(C)N1	i	-21%	-24%	0%	0.6	-6%	2%	-1.7%	21%
40	Cc1c(Cl)cccc1NC(=O)NCc1ccc(F)cc1	i	-14%	-30%	7%	-3.5	·	-9%	-0.1%	-23%

# Going on with the list:
nr	compound	S2 tox	HepG2 tox	TGFb inhibitor	EPAC2 agonist	IL-2 act	ATXN2 expr inh	A549 tox	Nrf2 activator	Nrf2 block
41	N#Cc1c(Cc2cccc3ccccc23)nn(CCO)c1N	i	-2%	8%	5%	-0.2	2%	-6%	-0.9%	6%
42	Clc1c(-c2nnc3n2CCCCC3)sc2ccccc12	i	-4%	10%	1%	-0.5	12%	-13%	2.9%	?
43	COC(=O)N/N=C/c1cc(N=Nc2ccccc2Cl)ccc1O	?	2%	7%	-5%	-0.8	-19%	?	0.1%	-18%
44	Cc1ccc(S(=O)(=O)NCc2ccccc2)cc1C(=O)N1CCCC(C(F)(F)F)C1 (configuration not stated)	i	11%	-19%	1%	-0.6	-6%	-6%	0.8%	?
45	COc1ccc(OCC(=O)Nc2ccc3nc(C)sc3c2)cc1	i	1%	-12%	-5%	-1.6	0%	1%	-0.3%	-9%
46	CCN(C(=O)c1ccc(NC(C)=O)cc1)c1ccccc1	i	1%	5%	-2%	-1.1	10%	-1%	-0.8%	-18%
47	CCCCNc1c(-c2ccc(-c3cccc(Cl)c3)cc2)nc2ccc(Cl)cn12	?	-2%	2%	8%	-0.6	10%	0%	0.7%	-6%
48	COc1cc(OC)cc(C(=O)N2CCCc3ccccc32)c1	i	-21%	-6%	-3%	-1.9	26%	-5%	0.1%	15%
49	CSc1nnnn1-c1ccc(C(=O)O)cc1	i	2%	-18%	13%	0.2	-2%	-4%	-0.4%	11%
